p53ts 39C tox – p53ts cell cytotoxicity, nonpermissive temperature. 1.5% of 130,000 active. Potency, µM (highest dose often 46.1 µM), without a hit: top-dose activity change, negative = cell killing, usual class: cytotoxic. H1299-p53A138V viability at 39C, ATP luminescence, 24 h; also: nearly all actives have a fitted effect of over 55% in size
IkB sig inh – IkB pathway inhibition in ABC-DLBCL cells; ABC-DLBCL IkBa-CBG/CBR dual luciferase ratio, 4 h; response scale: scaled: untreated 0%, proteasome inhibitor 100%; 0.04% of 110,000 active; Potency, µM (highest dose often 57.1 µM), for the others: top-dose IkBa stabilization activation; active = well fitted curve in the direction sought with a large enough effect in the signal ratio, not every such curve was filed as active; inconclusive = small, poorly fitted or top-dose-only effect, or a change in a side signal; the % refers to the signal ratio;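 also: the direction sought is a rising ratio; 0% = basal untreated cells and 100% = reference inhibitor full response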
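Luminescence ratio of IκBα-fused green versus native red beetle luciferase in OCI-Ly3 cells, 4 h post-doxycycline with compound; red signal alone, scaled from basal (0%) to zero light (-100%), flagged nonspecific or cytotoxic effects.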
p53ts 32C kill – kills p53ts cells at the permissive temperature; H1299-p53A138V at 32C, ATP luminescence viability, 24 h; Potency, µM (highest dose often 46.1 µM), for the others: top-dose activity change, negative = cytotoxicity, most hits filed as cytotoxic; 0.93% of 130,000 active; AID 924;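 also: 0% = DMSO and -100% = full killing by reference compound; nearly all actives have a fitted effect of over 55% in size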
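Cells: H1299 p53ts (A138V), 600/well, pre-incubated 16–30 h at 37C. Cpd up to 46 uM, 24 h, 32C. Readout: ATPlite luminescence, 20 min RT. Normalization: DMSO vs tamoxifen 100 uM. AC50 by Hill equation.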
Peg3 imprint – inducers of genomic imprint erasure in mouse ES cells | mouse ES Peg3-LacZ reporter, beta-gal luminescence, 40 h | Potency, µM (titrated, usually from 60.7 µM), inactives show at the highest dose activity change, positive = activation, most hits filed as activators | 0.02% of 110,000 active | AID 1948;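 also: 0% = negative control wells on the plate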
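Each well holds 300 Peg3LacZ-Neo (maternal) female ES cells incubated 40 h at 37C, 5% CO2. LacZ is measured by BetaGlo luminescence, with AC50 and maximum efficacy derived from dose-response curves.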
The depositor's hits bear a star; ? = inconclusive; . = not tested or not shown; [ ] = dose if it differs, or a comment. Unless noted, calls follow the shape of the dose curve; as a rule, active = well fitted curve in the direction sought with a large enough effect; inconclusive = small, poorly fitted or top-dose-only effect, or another doubt; inactive = no such curve, though single readings can be large; an effect the other way counts as inactive or inconclusive. Unless noted, % is scaled to controls: 0 for no effect and ±100 for the full control effect; potency is read from the fitted curve at half-maximal effect.

SMILES	p53ts 39C tox	IkB sig inh	p53ts 32C kill	Peg3 imprint
O=C(NCc1cccs1)Nc1ccc(Cl)cc1	-8%	.	-13%	.
Cc1ccc(S(=O)(=O)N2CCCC(C(=O)NCCCN3CCCCC3C)C2)cc1 (stereo not drawn)	-13%	0.8%	-1%	-12%
CCc1c(C)sc(NC(=O)c2cnn3cccnc23)c1C#N	-4%	-0.8%	13%	-4%
O=C(NC1CCCC1)c1ccc2c(c1)N(Cc1ccccc1F)C(=O)c1ccccc1S2	-1%	?	9%	16%[10.9 µM]
Cn1ccnc1C(=O)c1cccc([N+](=O)[O-])c1	4%	.	-5%	.
CSc1cccc(Nc2nc3c(S(=O)(=O)c4ccccc4)nnn3c3ccc(Cl)cc23)c1	-3%	2.9%	0%	6%[10.9 µM]
Cc1ccc(Cn2c(=O)n(-c3cc(C)cc(C)c3)c(=O)c3oc4ccccc4c32)cc1	-10%	?	6%	-15%[10.9 µM]
Cc1ccc(CNC(=O)C(C)n2c(=O)cc(C(F)(F)F)c3c(C)nn(C)c32)cc1 (stereo not drawn)	8%	?	7%	-7%[10.9 µM]
COc1ccc2c(C(=O)CN3CC(C)OC(C)C3)c[nH]c2c1 (stereo not drawn)	10%	12%	6%	-5%
Cc1ccc(OCc2cc(=O)n3cc(C)sc3n2)c(NC(=O)c2ccco2)c1	21%	0.4%	-1%	15%[10.9 µM]
CCNC(=O)CCC(N)C(=O)O (stereo not drawn)	12%	.	2%	4%
CCc1ccc(NC(=O)CSc2nc(-c3ccc(C)cc3)nc3c2Cc2c(CO)cnc(C)c2O3)cc1	-11%	0.1%	7%	-12%[10.9 µM]
CC1(C)C(O)C=C[C@@]2(C)C1CC(=O)O[C@@]1(C)C3=CC(=O)OC(c4ccoc4)[C@]3(C)CCC21 (stereo partly drawn)	68%[activator]	.	30%[activator]	-10%
Cc1nnc(SCC(=O)Nc2nc(-c3ccccc3)cs2)n1N	-7%	5.0%	-2%	-23%
CCC(C#CCN1CCCCC1)(CC)OCCC#N	0%	.	-3%	.
O=C1C(Cl)=C(NCCN2CCOCC2)C(=O)c2ncccc21	5µM*	.	3.2µM*	-82%[inhibitor]
CCc1ccc(CNC(=O)c2cnc3sc(N4CCCCCC4)nn3c2=O)cc1	4%	-0.5%	-8%	16%[10.9 µM]
O=C(Cn1c(C(=O)N2CCN(C3CCCC3)CC2)cc2sccc21)c1ccccc1	-17%	0.9%	-4%	-8%
Cc1cccc(Nc2nc(-c3ccccc3)c3cc(C)ccc3n2)c1	1%	-2.6%	3%	-8%[10.9 µM]
CCOc1ccc(NC(=O)c2sc(-n3nc(C)c(Cc4ccc(Cl)cc4)c3C)nc2C)cc1	29%	0.6%	-6%	-10%[10.9 µM]
COc1ccc(CCNC(=O)c2cnc3sc(N4CCCCCC4)nn3c2=O)cc1OC	-10%	1.4%	1%	-9%[10.9 µM]
Cn1c(N2CCCC2)nc2c1c(=O)n(Cc1ccc(Cl)cc1)c(=O)n2C	9%	-0.4%	-3%	-5%
COc1ccccc1CNc1nc(-c2cccc(C#N)c2)nc2ccccc12	-13%	-0.2%[11.4 µM]	9%	-17%
NC(=O)Cn1c(=O)n(-c2ccc(F)c(Cl)c2)c(=O)c2sc3ccccc3c21	-2%	?	-6%	?
O=C1CC(c2ccccc2)CC2=C1CN(C1CCCCC1)CN2 (stereo not drawn)	-2%	-2.6%	3%	-12%
The list goes on:
SMILES	p53ts 39C tox	IkB sig inh	p53ts 32C kill	Peg3 imprint
COc1ccc(NC(=O)CCS(=O)(=O)c2cc3c4c(c2)CCN4C(=O)CC3)cc1OC	-18%	-0.4%	6%	-7%[10.9 µM]
CCCSc1ncc(Cl)c(C(=O)Nc2c(C(=O)Nc3ccc(OC)cc3)oc3ccccc23)n1	-15%	-1.6%	2%	-4%[10.9 µM]
Cn1cccc1C(=O)NC(=O)CSc1cccc[n+]1[O-]	-4%	0.9%	26%	-1%
CC1CCCN(C(=O)c2ccc3nc[nH]c3c2)C1 (stereo not drawn)	-3%	0.5%	-2%	-2%
CCCN1CCCc2cc(CN(CCCN3CCOCC3)C(=O)Nc3ccc(Cl)c(Cl)c3)ccc21	-13%	?	-5%	-8%[10.9 µM]
COc1cc(C)ccc1OCCn1c(-c2ccc(Cl)cc2)nc2ccccc2c1=O	19%	-0.2%	1%	-7%[10.9 µM]
CCn1cc(C(=O)N2CCN(c3cccc(Cl)c3)CC2)c(=O)c2cc(S(=O)(=O)N3CCOCC3)ccc21	2%	-1.4%	3%	3%[10.9 µM]
Cn1c(=S)c2[nH]c(SCCCc3ccccc3)nc2n(C)c1=O	-4%[9.22 µM]	10%[11.4 µM]	-3%[9.22 µM]	-15%[10.9 µM]
COc1ccccc1OCc1ccc(C(=O)OCC2CCCO2)o1 (stereo not drawn)	-4%	7.3%	-3%	-58%[inhibitor]
CC1CCC/C(=C\Nc2ccccc2C(=O)O)C1=O (stereo not drawn)	6%	?	-14%	-4%
CC(C)(C)NC(=O)C(c1ccc(OCC(N)=O)cc1)N(C(=O)c1cccnc1)C1CC1 (stereo not drawn)	-3%	0.7%	12%	-5%
COc1ccccc1-c1cc(NCc2cccc(C)c2)ncn1	-25%	0.0%[11.4 µM]	-5%	-12%
CN=Cc1sc2ccccc2c1O	0%	?	-3%	-21%
CCOC(=O)c1ccc2nc(C(F)(F)F)[nH]c(=O)c2c1	-4%	0.4%	-4%	-18%
Cc1c(C(=O)OCC2CCCCC2)[nH]c2c1C(=O)CC(c1ccc(F)cc1)C2 (stereo not drawn)	19%	-1.5%	-3%	1%[10.9 µM]
Cn1c(SCC(=O)Nc2cccc(F)c2)nnc1-c1cc2ccccc2o1	1%	8.1%	-4%	-19%
C(=C\c1ccccc1)/CSc1nnc(-c2ccccn2)n1Cc1ccco1	3%	?	8%	-14%
COc1ccc(CNC(=O)CCCn2c(SCC(N)=O)nc3cc4c(cc3c2=O)OCO4)cc1	-11%	-1.3%	14%	-12%[10.9 µM]
Cc1ccc(Cl)cc1Nc1nc2ccccc2n2c(C)nnc12	-15%	-2.0%	10%	-9%[10.9 µM]
CSc1ccc(NC(=O)NCCCN2CCN(c3ccccc3F)CC2)cc1	11%	?	-14%	5%
CC(=O)c1c(NC(=O)C(C)C)nc(C)nc1-c1ccccc1	-2%	-0.1%	-5%	4%
O=C(O)c1ccc(-c2ccccc2)[nH]1	5%	-1.0%	2%	-25%
Cc1ccc(CNC(=O)CSc2c(C)cnc3c2c(=O)n(C)c(=O)n3C)cc1	-4%	-1.9%	3%	4%[10.9 µM]
Cc1ccc(N2C(=O)[C@@H]3CSC(c4ccc(F)cc4)N3C2=O)cc1 (stereo partly drawn)	-5%	1.0%	-2%	-15%[10.9 µM]
CCOc1ccccc1NC(=O)CSc1nnc(CC)c(CC)n1	9%	-2.7%	-3%	-8%[10.9 µM]
The list continues.
SMILES	p53ts 39C tox	IkB sig inh	p53ts 32C kill	Peg3 imprint
Cc1nc2ccccc2c(=O)n1/N=C/c1ccc(O)cc1	-2%	0.4%	1%	-21%
CC(=O)N1CCOc2cc(S(=O)(=O)NCc3ccc(C)cc3)c(C)cc21	7%	?	5%	-10%[10.9 µM]
C=CCNC(=O)C1CC(=O)N(c2ccc(OCC(=O)Nc3ccc(C)cc3)cc2)C1 (stereo not drawn)	-7%	0.2%	2%	-1%
CCOc1ccc(S(=O)(=O)Nc2ccc(-c3ccc(OC)nn3)cc2)cc1	0%	?	-1%	-5%[10.9 µM]
O=C(Nc1ccncc1)c1ccccc1F	13%	2.2%	13%	-27%
COc1ccc(-c2nc3cnc(N(C)C)nc3n(C[C@H]3CCCO3)c2=O)cc1	-2%	-1.4%[11.4 µM]	6%	-2%
CCOC(=O)C1CCCN(C(=O)C2CCN(Cc3nc(-c4ccc(Cl)cc4)oc3C)CC2)C1 (stereo not drawn)	3%	?	-8%	-20%
COc1ccc(OC)c(NC(=O)N[C@@H](Cc2ccccc2)C(=O)O)c1	10%	-0.5%	3%	-4%
Cc1cc(NC(=O)CCCC(=O)OCC(F)(F)C(F)F)cc(C)c1C(=O)O	5%	-1.1%	1%	-1%
Cc1cccc(Nc2nc(N)nc(CN3CCN(c4ccccc4)CC3)n2)c1	-6%	1.5%	-2%	-10%
Oc1ccccc1CNCCCNCc1ccccc1O	-16%	2.1%	1%	-12%
COc1ccc(NC(=O)C2=C(C)Nc3ncnn3C2c2cccn2C)cc1 (stereo not drawn)	2%	?	-5%	5%[10.9 µM]
Cc1cc(C)cc(NC(=O)CSc2nc3c([nH]c4ccccc43)c(=O)n2-c2ccc(F)cc2)c1	?	2.3%	6%	-8%[10.9 µM]
CNC(=O)c1nnn(-c2ccccc2)c1C(=O)NC	12%	1.3%	0%	8%
CCOC(=O)c1c(NC(=O)/C=C/c2ccc(OCC)c(OC)c2)sc2c1CCC2	5%	-2.7%	1%	8%[10.9 µM]
Cc1nc(-n2nc(C)c(CCC(C)C)c2C)sc1C(=O)Nc1cccc(Cl)c1C	-17%	1.4%	0%	-9%[10.9 µM]
COCC(=O)n1nc(-c2ccco2)nc1NCc1ccccc1Cl	-13%	?	-4%	-4%[10.9 µM]
Cc1cc(C)cc(OCC(=O)NC2=NCCS2)c1	-10%	1.9%	-3%	-15%
S=c1[nH]nc(-c2cccnc2)n1Cc1ccccc1	-3%	-0.2%	3%	3%
O=C(Cc1ccccc1)Nc1ccc(CN2CCOCC2)cc1	-3%	1.0%	-11%	-31%[inhibitor]
c1cncc(-c2cncnc2-n2ccnc2)c1	1%	1.3%[11.4 µM]	2%	2%
CCOC(=O)c1c(C(=O)OCC)c(C)n(N2C(=O)CSC2=S)c1C	-2%	0.2%	-16%	1%
COc1ccc(CNC(=O)C2CCCN2S(=O)(=O)c2ccccc2)cc1 (stereo not drawn)	3%	1.7%	-6%	6%
CC(C)c1nnc(NC(=O)Cc2cccs2)s1	52%[activator]	.	-12%	.
COc1ccc(-c2csc(-c3c(N)c(C(=O)c4ccccc4)n4ccccc34)n2)cc1	-10%	-0.5%	-3%	-8%[10.9 µM]

Quoted at random: four records from the list, in no set order.
SMILES	p53ts 39C tox	IkB sig inh	p53ts 32C kill	Peg3 imprint
Cn1cccc1C(=O)NC(=O)CSc1cccc[n+]1[O-]	-4%	0.9%	26%	-1%
CCC(C#CCN1CCCCC1)(CC)OCCC#N	0%	.	-3%	.
CNC(=O)c1nnn(-c2ccccc2)c1C(=O)NC	12%	1.3%	0%	8%
Cc1ccc(N2C(=O)[C@@H]3CSC(c4ccc(F)cc4)N3C2=O)cc1 (stereo partly drawn)	-5%	1.0%	-2%	-15%[10.9 µM]

Next results
SMILES	p53ts 39C tox	IkB sig inh	p53ts 32C kill	Peg3 imprint
CCc1ccc(NC(=O)N2CCN(Cc3cc(=O)n4nc(-c5ccccc5OC)sc4n3)CC2)cc1	-4%	-0.1%	-5%	7%[10.9 µM]
Cc1nn(CC(C)C)c(=S)[nH]c1=O	12%	0.6%	-1%	-2%
COc1ccc(C(=O)N2CCC[C@@]3(CCN(c4ccccn4)C3)C2)cc1	0%	0.3%[11.4 µM]	-2%	.
COCCn1c(=O)[nH]c2cc(C(=O)NCCN3CCN(c4cccc(Cl)c4)CC3)ccc2c1=O	-7%	2.7%	2%	-15%
Cc1ccc(NC(=O)Cn2cc(S(=O)(=O)N3CCCC3)c(S(=O)(=O)N3CCCC3)c2)cc1F	-22%	-0.1%	-11%	7%[10.9 µM]
Cc1ccccc1NC(=O)CN1C(=O)C2(SCC(=O)N2c2ccc(F)cc2)c2ccccc21 (stereo not drawn)	1%	?	7%	-10%[10.9 µM]
CCCc1nnc(NC(=O)c2cc(=O)c3cc(C)c(C)cc3o2)s1	1%	-2.2%	8%	-7%[10.9 µM]
O=C1CSC(=S)N1/N=C\c1ccc(Cl)c([N+](=O)[O-])c1	9%[9.22 µM]	5.8%[11.4 µM]	2%[9.22 µM]	-1%[10.9 µM]
Cc1cccc(N2CCN(C(=O)CCn3c(=S)[nH]c4cc5c(cc4c3=O)OCO5)CC2C)c1 (stereo not drawn)	4%	?	-2%	2%
COc1ccc(NC(=O)C(=O)NCc2ccco2)cc1	-1%	9.2%	-8%	-7%[10.9 µM]
Cn1nccc1C(=O)Nc1ccc(OC(=O)c2ccnn2C)cc1	-24%	-4.5%	-14%	-55%[inhibitor]

Compound activity as filed in PubChem.

Not a hit list; about 1.7% have a hit in one of these screens.
